Assay outcomes as filed in PubChem BioAssay.
CBFb-RUNX1 inh – qHTS Assay for Compounds Blocking the Interaction Between CBF-beta and RUNX1 for the Treatment of Acute Myeloid Leukemia; Runt-related transcription factor 1 (Homo sapiens) + Core-binding factor subunit beta …; AlphaScreen CBFb-His/RUNX1-biotin binding, biochemical; Potency, µM (series often up to 59.8 µM), for the others: top-dose activity, negative = inhibition, most hits filed as inhibitors; 230,000 tested, under 10 active; also: % of control where 0% means no effect
Target sequence (Q01196 whole entry, looked up): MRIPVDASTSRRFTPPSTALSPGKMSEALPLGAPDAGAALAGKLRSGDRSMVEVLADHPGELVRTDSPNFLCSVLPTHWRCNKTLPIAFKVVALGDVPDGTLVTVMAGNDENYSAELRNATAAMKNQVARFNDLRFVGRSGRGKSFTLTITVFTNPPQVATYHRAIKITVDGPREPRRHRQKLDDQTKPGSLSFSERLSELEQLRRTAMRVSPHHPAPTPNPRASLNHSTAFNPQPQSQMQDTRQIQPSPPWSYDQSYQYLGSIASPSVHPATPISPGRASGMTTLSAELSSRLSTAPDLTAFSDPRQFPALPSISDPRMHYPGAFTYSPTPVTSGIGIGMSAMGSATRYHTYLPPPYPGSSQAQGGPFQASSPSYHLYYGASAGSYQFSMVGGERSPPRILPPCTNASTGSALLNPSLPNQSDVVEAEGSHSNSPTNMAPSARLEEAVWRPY
Target sequence (Q13951 whole entry, looked up): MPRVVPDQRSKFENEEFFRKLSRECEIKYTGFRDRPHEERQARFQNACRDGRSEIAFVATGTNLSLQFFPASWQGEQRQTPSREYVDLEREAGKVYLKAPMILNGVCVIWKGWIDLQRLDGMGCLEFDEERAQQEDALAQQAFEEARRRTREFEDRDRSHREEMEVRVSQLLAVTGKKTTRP
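His-tagged CBF-beta and biotinylated RUNX1 (30 nM each) were premixed 20 min at room temperature, exposed to compound for 15 min, then given nickel-chelate and streptavidin AlphaScreen beads (50 ng each). After 90 min, AlphaScreen signal was read.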
IMPase Li cell – qHTS Assay for Identifying the Cell-Membrane Permeable IMPase Inhibitors: Potentiation with Lithium; CHO-M1 cells, IP1 TR-FRET (IP-One), carbachol + lithium; Potency, µM (top dose mostly 59.4 µM), inactives show top-dose activity, negative = IMPase inhibition, most hits filed as inhibitors; actives 0.35% (n = 210,000);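 also: IP1 builds up when IMPase is blocked and the TR-FRET signal falls; potency is read from the fitted curve at half-maximal effect; plate controls were basal vehicle for no effect and high inhibitor control for full effect; nearly all actives have a fitted effect of over 50% in size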
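IP1 accumulation measured by competitive TR-FRET in lysed CHO-M1 cells after 30 min compound exposure at 37C, with a small lithium addition to potentiate weak responses. Hill-equation AC50 from ratio and donor-channel data.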
L3MBTL1 block – qHTS Assay for the Inhibitors of L3MBTL1; actives 0.66% (n = 230,000); AlphaScreen L3MBTL1–H3K9me1 peptide binding; Potency, µM (series often up to 57.1 µM), without a hit: top-dose activity, negative = inhibition, most hits filed as inhibitors; also: potency is read from the fitted curve at half-maximal effect; % is scaled to controls: 0 for no effect and ±100 for the full control effect; nearly all actives have a fitted effect of over 60% in size
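AlphaScreen proximity signal between nickel-chelate acceptor and streptavidin donor beads (final 10 ug/mL) reports binding of 50 nM L3MBTL1 to 75 nM biotin-H3 K9me1 peptide; complex incubated with compounds 30 min at room temperature; cefsulodin titration as control.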
HTT aggregate – qHTS Multiplex Assay to Identify Dual Action Probes in a Cell Model of Huntington: Aggregate Formation (GFP); actives 1.1% (n = 220,000); PC12 HttQ103-GFP aggregates, Acumen cytometry, 40 h; AID 1688, 2009; Potency, µM (doses to about 46.1 µM), for inactives: top-dose activity change, negative = inhibition, usual class: inhibitors; also: potency is read from the fitted curve at half-maximal effect; % is scaled to controls: 0 for no effect and ±100 for the full control effect; nearly all actives have a fitted effect of over 60% in size
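Inducible Q103 Huntingtin exon 1–GFP PC12 line, 1500 cells/well in phenol red free DMEM with 5% equine and 5% calf serum. Tebufenozide 100 nM induced expression; compounds titrated; aggregates quantified by cytometry.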
KinaseGlo FLuc – Counterscreen for Luciferase (Kinase-Glo TM) Inhibition. Luciferin 4-monooxygenase (Photuris pensylvanica), Q27757. Kinase-Glo luciferase, ATP luminescence, 8 min. Potency, µM (series often up to 38.3 µM), for the others: at the highest dose activity change, negative = inhibition, most hits filed as inhibitors. actives 0.28% (n = 200,000). AID 1379, 2008; also: potency is read from the fitted curve at half-maximal effect; % is scaled to controls: 0 for no effect and ±100 for the full control effect; nearly all actives have a fitted effect of over 60% in size
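Luminescence was the read-out, taken after 8-minute incubation at ambient temperature. Luciferase turned over luciferin with 10 uM ATP in imidazole pH 7.2 buffer containing KCl, MgCl2, Tween 20 and BSA.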
NPSR antag – qHTS Assay for Antagonists of the Neuropeptide S Receptor: cAMP Signal Transduction; Q6W5P4; CHO-NPSR cells, cAMP TR-FRET, antagonist mode; Potency, µM (titrated, usually from 38.3 µM), for the others: at the top dose activity change, negative = inhibition, actives largely listed as inhibitors; AID 1461, 2008; actives 1% (n = 220,000); also: potency is read from the fitted curve at half-maximal effect; % is scaled to controls: 0 for no effect and ±100 for the full control effect; nearly all actives have a fitted effect of over 50% in size; many of its hits are not listed in these tables
Target sequence (Q6W5P4 whole entry, looked up): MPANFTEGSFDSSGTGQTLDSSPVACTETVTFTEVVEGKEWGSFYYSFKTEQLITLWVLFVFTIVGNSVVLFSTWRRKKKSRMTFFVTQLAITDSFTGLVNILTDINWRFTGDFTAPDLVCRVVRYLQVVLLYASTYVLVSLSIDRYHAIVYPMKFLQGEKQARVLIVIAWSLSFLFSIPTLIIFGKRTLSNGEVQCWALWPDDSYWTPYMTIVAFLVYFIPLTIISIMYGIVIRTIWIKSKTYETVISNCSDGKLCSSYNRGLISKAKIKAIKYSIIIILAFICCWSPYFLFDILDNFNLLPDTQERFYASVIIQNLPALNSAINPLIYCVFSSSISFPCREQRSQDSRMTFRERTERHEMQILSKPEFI
Epigenetic derep – Quantitative High-Throughput Screen for Regulators of Epigenetic Control. murine LDR cells, GFP reporter derepression, 30 h. Potency, µM (titrated, usually from 53.9 µM), for the others: at the highest dose GFP activation, usual class: activators. actives 0.2% (n = 280,000); also: potency is read from the fitted curve at half-maximal effect; % of control where 0% means no effect; nearly all actives have a fitted effect of over 60% in size
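Derepression of a silenced CMV-GFP reporter in murine LDR cells is scored by enumerating GFP-positive cells with a laser-scanning microplate cytometer after 30 hours of treatment at 37 C.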
* marks the source's active call; other numbers are inactive results; ? = inconclusive; . = not tested or not shown; & = joins results of further samples; [ ] = another dose, or the depositor's remark. Calls follow the shape of the dose curve; as a rule, active = well fitted curve in the direction sought with a large enough effect; inconclusive = small, poorly fitted or top-dose-only effect, or another doubt; inactive = no such curve, though single readings can be large; an effect the other way counts as inactive or inconclusive.

SMILES | CBFb-RUNX1 inh | IMPase Li cell | L3MBTL1 block | HTT aggregate | KinaseGlo FLuc | NPSR antag | Epigenetic derep
CN(C)S(=O)(=O)Nc1ccccn1 | 23% | -4% | . | -16%[9.22 µM] | -5%[7.66 µM] | 19% | -0.1%
COc1cc(NC(=O)c2ccccc2[N+](=O)[O-])c(C(=O)O)cc1OC | -2% | -1% | 13% | -16%[9.22 µM] | -4% | 15% | -0.7%[10.1 µM]
Cc1sc2ncnc(SCC(=O)NC3CC3)c2c1C | -7% | 12%[38.3 µM] | . | -4% | 13% | -6%[46.1 µM] | -0.2%
CC(C)(C)NC(=O)C(c1cccs1)N(C(=O)C(=O)NC1CCCC1)c1ccccc1F (stereo unspecified) | 4% | 8% | 6% | -12%[9.22 µM] | 0% | 11% | 8.1%
Cc1cc(C)nc(Sc2nc(Cl)nc(N(c3ccccc3)c3ccccc3)n2)n1 | 15% | 25%[38.3 µM] | . | ? | 21% | -6%[46.1 µM] | ?
C=C1C(C(=O)Nc2cccc(OC)c2)C1C(=O)Nc1cccc(OC)c1 (stereo unspecified) | 2% | 16% | -1% | 19% | 3% | 4% | 6.5%
O=C(c1cccs1)N1CCc2c([nH]c3ccccc23)C1c1ccccn1 (stereo unspecified) | -5% | 7% | -8% | 13%[9.22 µM] | . | ? | -0.1%
CN1CCc2ccccc2Cc2[nH]c3ccccc3c2CC1 | 2% | 8%&18% | -10% | . | -3%&0% | -7%[46.1 µM] | -0.2%&12%
Cc1nnc(NC2=NCCC2)o1 | 0% | -12%[38.3 µM] | -1% | -1% | -7% | 4%[46.1 µM] | -2.2%
CC(=O)Nc1ccc(S(=O)(=O)NNC(=O)CCC(=O)Nc2cc(C)ccc2C)cc1 | -26% | -12% | 1% | 3% | 0% | 12% | -0.2%
CCSc1nc2c(c(=O)[nH]c(=O)n2C)n1Cc1ccc(Cl)cc1 | -3% | -8%[38.3 µM] | 3% | 20% | 10% | -27%[46.1 µM] | 4.5%
COc1ccc(-c2ccc(=N)n(CCCC(=O)O)n2)cc1 | ? | -5%&12% | . | . | -1% | . | 0.8%&0.3%
O=C(Nc1ccccc1)[C@@H]1[C@@H]2C(=O)N(c3ccc(F)cc3)C(=O)[C@@H]2[C@H]2C=CC=NN21 | -27% | . | 3% | -3%[9.22 µM] | . | 16% | 0.5%
NC(=O)C1CCN(C(=O)CCCCCn2c(=O)[nH]c3ccsc3c2=O)CC1 | 8% | 5% | -1% | -2% | 5% | 3% | -0.1%
CCNC(=S)N/N=C/c1cc(C)ccc1C | -11% | 1% | 11% | 9% | -4% | -5% | 3.2%
CCN1C(=O)N[C@H](c2ccc(Br)cc2)C(C(=O)OC)=C1C | -4%[13.1 µM] | -7% | . | . | -2%[7.66 µM] | . | .
O=C(Cn1nnc(-c2ccc(CN3CCOCC3)cc2)n1)NC1CCCCC1 | 4% | 2%[38.3 µM] | 5% | -5% | 10% | ? | 1.8%
C=CCc1cc(C)ccc1OCCOCCC(C(=O)OCC)C(=O)OCC | -2% | 11% | 114%[activator] | -12% | -4% | -6% | -1.3%
CC(=O)OCCCN1C(=O)c2ccc(Br)cc2C1=O | -6% | 1%[38.3 µM] | 0% | 4% | -4% | -7%[46.1 µM] | -4.0%
Cn1c(=O)c2c(ncn2CC(=O)Nc2cc(Cl)c(Cl)cc2Cl)n(C)c1=O | 2% | -8%[38.3 µM] | 9% | -4% | 0% | -1%[46.1 µM] | -0.3%
COc1ccc2[nH]c(C(=O)NCCN3CCOCC3)cc2c1 | 1% | . | -1% | 7%[9.22 µM] | . | -19% | 1.5%
Cc1cc(C)n(-c2ccc(Cl)c(Cl)c2)n1 | -6% | -1% | 4% | -17%[9.22 µM] | -3% | -19% | 0.0%
CC(=O)N1CCN(c2ccc([N+](=O)[O-])cc2)CC1 | 6% | 15% | -1% | -10%[9.22 µM] | -1% | -11% | 0.0%
CC1(C)Cc2ccccc2-c2nc3n(c(=O)c21)CCCS3 | 3% | 4% | 7% | 9%[9.22 µM] | 2% | -34% | 6.3%
COc1ccc(OCCNC(=O)Nc2cc(F)c(F)cc2Cl)cc1 | 7% | 6% | 9% | -31% | 1% | -31% | -0.4%

Next records
SMILES | CBFb-RUNX1 inh | IMPase Li cell | L3MBTL1 block | HTT aggregate | KinaseGlo FLuc | NPSR antag | Epigenetic derep
O=C(Nc1ccc(CN2CCCCC2)cc1)c1cccc(F)c1 | 5% | 17% | 1% | -2% | 1% | 11% | 1.1%
COc1ccc(S(=O)(=O)NC(N)=NCCc2ccccc2)cc1 | 3% | -4% | . | -19% | 4% | 5% | 1.6%
CCOC(=O)c1ccccc1NC(=O)CN1C(=O)CCS(=O)(=O)c2ccccc21 | -10% | 1% | -5% | 7% | 2% | -6%[46.1 µM] | -2.0%
CCOC(=O)Cc1csc(NC(=O)CSc2nnc3ccccn23)n1 | 17% | 4% | 1% | 27% | 6% | 11% | -1.7%
COc1ccc(CN(Cc2ccncc2)C(=O)CCC(=O)O)cc1 | -7% | -3%[38.3 µM] | -4% | -3% | -2% | -1%[46.1 µM] | 0.0%
COc1ccc2c(c1)C(=O)CC(c1ccccc1F)O2 (stereo unspecified) | 24% | 0%[38.3 µM] | 28% | -33% | -4% | -7%[46.1 µM] | -1.1%
Cc1ccc(C(=O)C2Oc3ccccc3C3CC(c4ccc(C)cc4)=NN23)cc1 (stereo unspecified) | -9% | 1% | -8% | -1% | 0% | -13% | -3.0%
COc1ccccc1-n1c(SCC(=O)c2ccc(O)cc2O)nc2cc([N+](=O)[O-])ccc21 | ? | 18% | -12% | 0%[9.22 µM] | -3% | -10% | -1.3%
Cc1ccc(CNC(=O)c2cccnc2Cl)cc1 | -4% | 1% | -9% | 9% | -2% | 6% | 0.4%
COc1cc(-c2cn(S(=O)(=O)c3cccc4nsnc34)nc2N)cc(OC)c1OC | -12% | 28%[38.3 µM] | . | 0% | -1% | -14%[46.1 µM] | 1.6%
CN1CCN(C(=S)NC(=O)c2ccc(Br)cc2)CC1 | 4% | . | -4% | 8%[9.22 µM] | . | ? | -1.0%
O=C(Nc1nc2ccccc2[nH]1)c1ccc(Br)o1 | -6% | 1% | 2% | -24% | -15% | -15% | -0.1%
CC1(c2nnc(Cc3ccccc3)o2)CC(c2cccc(Cl)c2)=NO1 (stereo unspecified) | 15% | . | . | 22%[9.22 µM] | . | -1% | -3.3%
Cc1ccc(OCC(=O)Nc2ccc(-c3nc4ncccc4o3)cc2)cc1 | 4% | -3%[38.3 µM] | . | 4% | 6% | 1%[46.1 µM] | 0.0%
COc1ccc(CN2CCCC2C(=O)Nc2ccc(OC)c(OC)c2)cc1OC (stereo unspecified) | -2% | . | 2% | 16% | . | 2%[46.1 µM] | -4.3%
N#C/C(C(=O)Oc1ccccc1)=C1/Nc2ccccc2-c2ccccc21 | 5% | -17%[38.3 µM] | -4% | -5% | -2% | -19%[46.1 µM] | 7.5%
CCN(CC)S(=O)(=O)c1ccc(N2CCOCC2)c(NC(=O)C2CCCO2)c1 (stereo unspecified) | 33% | . | . | 30%[9.22 µM] | . | -11% | -0.1%
O=C(O)c1ccc(N=NNc2cccc([N+](=O)[O-])c2)cc1 | -4% | -7% | -3% | 5% | -11% | -23% | -1.3%
S=c1[nH]nc(-c2cnccn2)n1-c1ccccc1 | -2% | 11%[38.3 µM] | . | 20% | -2% | 7%[46.1 µM] | 0.0%
Cc1ccc(CN2CCN(Cc3cnc(C)s3)CC2CCO)o1 (stereo unspecified) | 10% | -1% | -4% | -19%[9.22 µM] | . | -15% | -0.1%
COc1ccc(-c2nnn(CC(=O)c3ccc4c(c3)OCCO4)n2)cc1OC | 11% | 17% | -1% | 9% | -2% | -20%[46.1 µM] | 0.0%
O=C(COC(=O)CNC(=O)c1ccc(Br)o1)Nc1ccc2c(c1)OCCO2 | 0% | 0%[38.3 µM] | -4% | 4% | -1% | -8%[46.1 µM] | 0.2%
O=C(CCCn1c(=O)[nH]c2ccc(Br)cc2c1=O)NCc1ccc(Cl)cc1 | -10% | ? | -2% | 21% | 4% | -39% | -4.8%
C[C@H](NC(=O)c1ccccc1Cl)C(=O)OCCOc1cccc(Cl)c1 | -1% | 7% | 8% | ? | -1% | 3% | 0.0%
CC(=O)c1c(C)[nH]c(C(=O)CSc2nc3ccc(C)cc3[nH]2)c1C | 4% | 10% | -5% | ? | 4% | -14%[46.1 µM] | -0.9%

Continued.
SMILES | CBFb-RUNX1 inh | IMPase Li cell | L3MBTL1 block | HTT aggregate | KinaseGlo FLuc | NPSR antag | Epigenetic derep
COc1cccc(-n2c(SCC(=O)NCCC3=CCCCC3)nc3n[nH]c(C)c3c2=N)c1 | 1% | 10%[38.3 µM] | 3% | -13% | -1% | -24%[46.1 µM] | -2.0%
Nc1ccn(Cc2ccc(F)cc2)n1 | -9% | 3% | -6% | . | 0% | 2% | -1.1%
CC(=O)c1cccc(OCCN2C(=O)NC(C)(C)C2=O)c1 | 14% | 10%[38.3 µM] | . | -3% | 1% | -2%[46.1 µM] | 2.0%
O=C(CCC(=O)N(CC(=O)NC1CCCCC1)Cc1ccccc1)Nc1ccccn1 | 12% | 3% | . | -14% | -1% | 6% | 2.1%
CCCc1c(O)c2ccccc2n(-c2ccccc2)c1=O | -1% | -17%[38.3 µM] | -2% | -7% | -3% | -2%[46.1 µM] | -1.1%
COC(=O)C1=C(C(=O)OC)[C@@H]2N(C)c3ccc(OC)cc3[C@@]23C[C@@H](C(=O)OC)N(C(=O)CC(C)C)C3=N1 | -29%[13.1 µM] | 13% | . | . | -4%[7.66 µM] | . | .

Only part of the results is shown; count on the stated rates, not on these rows.
